High-throughput results from PubChem BioAssay.
p97 ATPase inh: blocks human p97 ATPase activity | 220,000 compounds, 0.42% hits | recombinant p97 ATPase, Kinase-Glo ATP luminescence, 3 h | inhibition, % at 8 µM; in the data active = inhibition above about 15%;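 note: 0% = DMSO vehicle and 100% = wells lacking enzyme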
NPY2 pot ag: potentiates or activates human NPY-Y2 receptor | P49146 | activation, % at 3.6 µM | cells expressing NPY-Y2, potentiator/agonist read-out | 220,000 compounds, 0.45% hits | AID 1359; in the data active = activation above about 27%;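 note: cells stimulated with NPY near EC25 plus isoproterenol at EC100; 0% = vehicle plus submaximal agonist and 100% = vehicle plus saturating agonist; some results beyond the cut were filed as inactive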
EP2 modulator: EP2 receptor (human) modulation; EP2-expressing cells, cAMP HTRF FRET, PGE2 co-stimulation; AID 940; induction, % at 25 µM; 260,000 compounds, 0.83% hits; P43116;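 active = compounds whose cAMP rise, as percent of the full-agonist control response, exceeds 60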;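 note: rat C6 glioma line stably carrying human EP2 under a CMV promoter; the protocol text gives 20 µM as final concentration; 100% = response of wells given 1 µM PGE2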
S1P4 antagonist: antagonists of human S1P4 receptor; S1P4-expressing cells, antagonist mode, reporter read-out; 220,000 compounds, 0.26% hits; inhibition, % at 4.98 µM; O95977; in the data active = inhibition above about 29%;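 note: 0% = wells stimulated with agonist and 100% = vehicle wells without agonist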
NPY Y1 blocker: NPY-Y1 (human) receptor antagonism; HEK293-CNG Y1 cells, membrane potential fluorescence; NPY at EC95, then isoproterenol; 200,000 compounds, 1% hits; inhibition, % at 3.6 µM; AID 1040;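 active = inhibition above the campaign mean inhibition of all tested compounds plus 3 SD, cut at about 20% in these data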;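 note: 0% = DMSO wells given NPY plus isoproterenol and 100% = isoproterenol alone without NPY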
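Assay system: HEK293 cells with Y1 receptor plus CNG channel | Probe or stimulus: NPY (25 nM), isoproterenol (1 µM), Ro 20-1724 (25 µM) | Timing: Compound incubation 1 h at room temperature, readout 45 min post-stimulation | Measured by: Membrane-potential fluorescent dye readout | Benchmarks: High control isoproterenol alone, low control NPY with isoproterenol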
NPY-Y1 PAM-ag: potentiators or agonists of human neuropeptide Y receptor Y1; activation, % at 3.6 µM; AID 1304; P25929; NPY-Y1 expressing cells, potentiator/agonist activation; 220,000 compounds, 0.37% hits; in the data active = activation above about 33%, passing the limit was not always enough;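 note: cells stimulated with NPY at EC10 then isoproterenol at EC100; 0% = low agonist plus stimulus and 100% = saturating agonist plus stimulus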
eIF4E-4G inh: inhibitors of eIF4E and eIF4G interaction in translation initiation. P63073+Q04637. TR-FRET eIF4E-eIF4GI(517-606) binding, 2 h. inhibition, % at 21.7 µM. 220,000 compounds, 0.37% hits;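 active = inhibition above about 30%, limit read from the data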;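 note: 0% = full FRET control wells and 100% = background wells lacking eIF4GI fragment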
PGE2 EP2 inh: blocks the human prostaglandin E2 receptor EP2; inhibition, % at 25 µM; 260,000 compounds, 0.52% hits; C6 glioma cells expressing human EP2, cAMP TR-FRET; cells stimulated with saturating PGE2;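 active = percent inhibition above 40 after rounding to a whole number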;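 note: rat C6 glioma host cells with rolipram phosphodiesterase inhibitor present; the protocol text gives 20 µM as final concentration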
S1P4 agonist: agonists of human S1P4 receptor. O95977. S1P4-expressing cell line, agonist reporter assay. activation, % at 4.98 µM. 220,000 compounds, 0.35% hits. AID 1509; in the data active = activation above about 11%;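 note: 0% = DMSO vehicle and 100% = reference agonist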
* = called active by the depositor; . = not tested or not shown; & = joins results of further samples; [ ] = another dose, or the depositor's remark. This is a subset; the hit share may differ from the screen's.

Below each compound – p97 ATPase inh, NPY2 pot ag, EP2 modulator, S1P4 antagonist, NPY Y1 blocker, NPY-Y1 PAM-ag, eIF4E-4G inh, PGE2 EP2 inh, S1P4 agonist
1: CC(C)(C)C(=O)Nc1ccc(C(=O)N/N=C/C2CC3C=CC2C3)cc1 (stereo unspecified)
→ 6, -1, 7, -18, -2, -3, 0, 13, 1.5
2: O=C(CCc1ccccc1)Nc1cccc(NC(=O)CCc2ccccc2)c1
→ -2, -17, -56, -14, 2, 1, -6, 8, 0.5
3: O=C(CCn1cnc2ccccc2c1=O)Nc1cccc(Cl)c1Cl
→ 3, -22, -31, -32, 0, -12, -1, 13, 0.3
4: COc1cc(/C=C/C(=O)O)cc(OC)c1OC
→ -3, -12, 25&21, -16, ., -1, 0, 3&11, 0.2
5: CCn1c(COc2ccccc2)nnc1SCC(=O)c1cccc([N+](=O)[O-])c1
→ 1, 3, 6, -5, 1, 17, -8, -3, 0.0
6: O=C(NCc1cccnc1)c1cc(Sc2ccccc2Cl)nc2ccccc12
→ 0, -3, -19, -6, -1, 9, 3[fluorescence artefact?], 13, -0.1
7: O=C1CC(c2ccccc2)CC(O)=C1C=NCc1ccc(Cl)c(Cl)c1 (stereo unspecified)
→ 0, -6, -16, 10, 3, -24, 11, ., -0.7
8: Cc1ccc(S(=O)(=O)N/N=C\c2cc([N+](=O)[O-])ccc2Cl)cc1
→ 5, 4, -3, 1, 1, 13, 2, 8, -1.4
9: CC(C)n1c(-c2ccccc2)nc(=S)c2c1CCCC2
→ 2, -18, 27, 2, -3, 16, -2[fluorescence artefact?], 6, 1.3
10: CC1(C)NC(=O)N(CCOc2cccc(Oc3ccccc3)c2)C1=O
→ 1, -11, 30, -16, 0, 13, 0[fluorescence artefact?], 4, -0.1
11: O=C(CSc1nnc(-c2ccccn2)n1Cc1ccco1)Nc1ccc2c(c1)OCO2
→ -5, -1, 13, -1, 2, -18, 0, 4, -0.4
12: O=C1CC[C@@H](CN(Cc2ccccn2)Cc2nc(Cc3ccccc3)no2)N1
→ 2, -26, 7, -32, -6, 10, 1, 4, -0.4
13: Cc1cc(C)c(NC(=O)C[N+](C)(C)CC(O)COc2cccc3ccccc23)c(C)c1 (stereo unspecified)
→ 1, 72*, -4, -7, -13, 86*, -2, 4, 0.7
14: COC(=O)C(C)Sc1ncnc2c1nnn2-c1ccc(F)cc1 (stereo unspecified)
→ 7, -6, 56, -2, -2, -30, 7, -2, 1.1
15: O=C(Nc1ccccc1)c1ccccc1CCc1ccccc1
→ 1, -16, 17, 4, 5, -2, -1, -1, 1.1

(list continues)
Below each compound – p97 ATPase inh, NPY2 pot ag, EP2 modulator, S1P4 antagonist, NPY Y1 blocker, NPY-Y1 PAM-ag, eIF4E-4G inh, PGE2 EP2 inh, S1P4 agonist
16: CC(C)n1nc(C(=O)Nc2nc3ccccc3[nH]2)c2ccccc2c1=O
→ 1, -3, -11, 0, 9, -20, 0, 4, 1.4
17: O=C(O)COc1ccc(S(=O)(=O)c2ccc(OCC(=O)O)cc2)cc1
→ -1, -2, 4, -15, 13, -4, 4, ., 1.3
18: Fc1ccccc1CNC(=S)Nc1ccc(Cl)cc1
→ 1, 6, 1, -13, -1, 0, 1, 9, 3.9
19: Cc1cccn2c(CNCC3OCCc4ccccc43)c(C(=O)N3CCCCC3)nc12 (stereo unspecified)
→ -1, 4, 4, -5, 6, -16, 1, 1, -0.6
20: Cc1ccc(-c2nn(-c3ccccc3)cc2C(=O)Nc2ccc(C(=O)O)cc2)cc1
→ 1, 9, 45, -12, 1, 6, -4, 6, 0.8
21: O=C(NCC1CCCN(C(=O)c2cscn2)C1)c1ccccc1Cl (stereo unspecified)
→ 4, -9, 17, 7, -5, 11, -3, 9, 0.2
22: COC(=O)c1cccc(NC(=O)c2cccs2)c1C
→ 3, -19, 2, -15, -2, -25, 4[fluorescence artefact?], 8, 2.2
23: CCOc1cc(S(=O)(=O)NCc2ccccc2)c(OCC)cc1-n1cnnn1
→ -9, -5, ., -5, 1, 5, ., 12, 1.8
24: Cc1ccc(C(=O)CC(C(=O)O)n2cccn2)cc1 (stereo unspecified)
→ 4, -6, 23, -7, 13, -15, 5, ., 3.0
25: CCOc1cc(C(=O)Nn2cnnc2)cc(OCC)c1OCC
→ 3, -1, 21, -2, 0, 2, 0, 5, 0.7
26: COC(=O)c1[nH]c2ccc(C)cc2c1NS(=O)(=O)c1ccc(F)cc1
→ -7, -10, 17, 0, 1, 10, -6, 11, -2.2
27: COc1ccc(-c2csc(N(CCCN3CCOCC3)C(=O)c3ccco3)n2)cc1
→ -1, -8, 7&18, 2, 16, -40, -10, 5&5, 2.6
28: COc1cccc(NC(=O)Cn2cnc3sc(C)c(S(=O)(=O)N4CCCCC4)c3c2=O)c1
→ -3, 1, 10, 1, 4, 2, 0, 5, 0.8
29: CCSCc1nnc(SCC(=O)Nc2cccc(SC)c2)n1C
→ 4, -22, 11, -22, -3, -17, 4, 6, 0.3
30: CCOc1ccc(N(CC(=O)Nc2cccc(OC)c2)S(=O)(=O)c2c(C)noc2C)cc1
→ -4, -7, 10, -10, -1, -2, -4, 11, 0.1

Remaining list, next part
Below each compound – p97 ATPase inh, NPY2 pot ag, EP2 modulator, S1P4 antagonist, NPY Y1 blocker, NPY-Y1 PAM-ag, eIF4E-4G inh, PGE2 EP2 inh, S1P4 agonist
31: CC(=O)c1cc(NC(=O)c2ccccc2)c(=O)oc1C
→ 1, -1, 6, -20, 0, -3, 1, 0, 1.8
32: COc1ccccc1CNC(=S)Nc1cc(C)ccc1C
→ 0, -12, -21, 8, 4, -24, 1, 1, -0.1
33: CCN(CC)C(=S)Sc1c(-c2ccccc2)c2cc(Cl)ccc2[nH]c1=O
→ 5, -5, 14, -16, 3, -21, -2, 10, -1.0
34: CCOC(=O)CN1C(=O)C(O)(CC(=O)c2cccc(OC)c2)c2ccccc21 (stereo unspecified)
→ -4, -12, -1, -6, -2, 13, -5, 5, 0.0
35: CCCc1nnc(NC(=O)c2ccc(N3C(=O)C4C5C=CC(C5)C4C3=O)cc2)s1 (stereo unspecified)
→ -2, 3, 36, -11, 3, -20, 2, 2, -0.6
36: O=C(Cc1ccc(Br)cc1)Nc1ncc([N+](=O)[O-])s1
→ -2, 62*, -36, 6, ., 50*, 1, 6, 0.7
37: Cc1cc(C)c(NC(=O)CS(=O)CC(=O)N2CCN(c3ccc(F)cc3)CC2)c(C)c1 (stereo unspecified)
→ 9, -4, 3, -13, 9, -4, 3, 8, 0.9
38: CCOc1cc(N2CCOCC2)c(OCC)cc1NC(=O)C(C)C
→ 5, 5, -2, 5, ., 18, 0, 6, 0.7
39: O=C(NCc1ccncc1)c1nc(-c2cccs2)no1
→ 2, -3, 10, -6, 1, 4, -2, 3, -1.6
40: COC(=O)c1ccc(C(=O)OC)c(NC(=O)C(C)(C)C)c1
→ -1, 4, 36, -7, -3, -5, 6, 5, 2.1
41: CC(C)NCc1cc(Br)ccc1OCc1ccccc1
→ 2, 20, 35, 5, 11, 11, 2, 3, -1.6
42: Cc1cc(C)c(NC(=O)CSc2nnc(-c3ccncc3)n2Cc2ccco2)c(C)c1
→ -4, 3, 18&-8, -8, -2, -8, 3[fluorescence artefact?], 10&10, -0.3
43: Cc1oc2c(C)c(O)ccc2c(=O)c1N1C(=O)c2ccccc2C1=O
→ 1, 1, 11, 2, 0, 8, 16, 8, -0.2
44: CCCCCOC(=O)c1ccc(NC(=O)c2ccco2)cc1
→ -2, 2, -8, -6, 3, 2, 0, ., 1.8
45: Fc1ccc(OCc2nc3ccccc3s2)cc1
→ -1, -11, 12, -9, 1, -11, 7, 5, 0.9

(continued)
Below each compound – p97 ATPase inh, NPY2 pot ag, EP2 modulator, S1P4 antagonist, NPY Y1 blocker, NPY-Y1 PAM-ag, eIF4E-4G inh, PGE2 EP2 inh, S1P4 agonist
46: O=C(COC(=O)c1ccc([N+](=O)[O-])o1)NC1CCS(=O)(=O)C1 (stereo unspecified)
→ 6, 7, 32, -1, 0, 0, 7, 11, 0.8
47: CCS(=O)(=O)N1Cc2ccccc2CC1C(=O)Nc1ccc(NC(C)=O)cc1 (stereo unspecified)
→ -7, 4, -5, -6, -12, -17, 1, 8, 0.6
48: O=C(NNS(=O)(=O)c1ccccc1)c1cccnc1
→ -1, -3, 7&2&6, 3, ., 0, 1, 11&9&13, 1.4
49: CSc1ccc(S(=O)(=O)N(C)Cc2ccccc2)cc1
→ 2, 3, -11, -6, 6, -5, 1, 6, -2.1
50: Nc1nc(SCc2ccc(Br)cc2)[nH]c(=O)c1-c1ccccc1
→ 5, -42, -24, -8, 9, -2, 0, 2, -1.0
51: O=Cc1cccc(Oc2ccc([N+](=O)[O-])cc2[N+](=O)[O-])c1
→ 4, -8, -36, 6, 3, -2, 4, 11, -1.6
52: Cn1c(=O)c2c(nc(Oc3ccc4c(c3)OCO4)n2Cc2ccc(Cl)cc2)n(C)c1=O
→ -3, -10, 40, -2, 5, -19, -16[fluorescence artefact?], 11, -1.6
53: COC(=O)Nc1c(C(=O)OC)cc(OC)c(OC)c1OC
→ 2, -3, 10, -8, 5, -3, 2, 19, 0.6
54: O=C(c1cccc2ccccc12)C1CCCN(C(=O)c2ccc(N3CCOCC3)cc2)C1 (stereo unspecified)
→ 0, -5, 19, -9, 4, 5, 2, 11, -0.4
55: CSc1cccc(NC(=O)c2cnn3ccccc23)c1
→ 3, 0, -9, -27, ., 19, 4, 3, 0.1
56: COc1cccc(CSc2nc3ccccc3cc2C=O)c1
→ 2, -2, 42, 7, -7, -8, 3, 10, -3.5
57: Cc1ccc(C(=O)NCCc2nnc3ccc(SCC(=O)Nc4cc(C)on4)nn23)cc1
→ 2, 0, 1, 0, -1, -10, 4, 0, -0.7
58: COc1ccc(S(=O)(=O)Cc2ccc(C(=O)NCc3ccc(F)cc3)o2)cc1
→ -3, 0, -22, 5, 2, 2, -4, ., 0.5

Five compounds already listed, ordered by number of heavy atoms, largest number first.
Below each compound – p97 ATPase inh, NPY2 pot ag, EP2 modulator, S1P4 antagonist, NPY Y1 blocker, NPY-Y1 PAM-ag, eIF4E-4G inh, PGE2 EP2 inh, S1P4 agonist
16: CC(C)n1nc(C(=O)Nc2nc3ccccc3[nH]2)c2ccccc2c1=O
→ 1, -3, -11, 0, 9, -20, 0, 4, 1.4
10: CC1(C)NC(=O)N(CCOc2cccc(Oc3ccccc3)c2)C1=O
→ 1, -11, 30, -16, 0, 13, 0[fluorescence artefact?], 4, -0.1
38: CCOc1cc(N2CCOCC2)c(OCC)cc1NC(=O)C(C)C
→ 5, 5, -2, 5, ., 18, 0, 6, 0.7
32: COc1ccccc1CNC(=S)Nc1cc(C)ccc1C
→ 0, -12, -21, 8, 4, -24, 1, 1, -0.1
9: CC(C)n1c(-c2ccccc2)nc(=S)c2c1CCCC2
→ 2, -18, 27, 2, -3, 16, -2[fluorescence artefact?], 6, 1.3
